# T cruzi HTS: blocks T. cruzi growth inside host cells. intracellular Trypanosoma cruzi in host cells, plate reader. activity score (inhibition), % at 5.01 µM. 22,000 tested, 4.9% active; in the data active = activity score above about 55%;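 also: parasites and compound incubated about four days before reading; 0% = median of neutral control wells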
# INS-1E ATP HTS: INS-1E beta cell protection from cytokine death | INS-1E cytokine-induced death, ATP luminescence, 48 h; normalised: neutral wells 0, positive control 100 | protection from cytokine-induced ATP loss, % at 10 µM | 20,000 tested, 0.1% active | AID 488910;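 active = mean replicate protection from cytokine-induced ATP loss at least 50% and at least 75% of replicates each reaching 50%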
#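 assay system = INS-1E rat insulinoma cells | amount = 8000 cells per well | medium = phenol-red-free RPMI with 5% fetal bovine serum | doses = one compound concentration, pin transfer | timing = 48 h cytokine plus compound treatment, 10 min reagent incubation | also added = IL-1β, TNF-α and IFN-γ cytokine mix | signal = CellTiter-Glo luminescence measuring cellular ATP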
# Active calls of the source: *; . = not tested or not shown.
# The opening three compounds, to show the layout:
# Screens in order – T cruzi HTS, INS-1E ATP HTS
> C[C@H]1CN([C@@H](C)CO)C(=O)CCCn2nncc2CO[C@H]1CN(C)Cc1ccccc1C(F)(F)F
→ -6.6, .
> C[C@@H]1CN([C@@H](C)CO)C(=O)c2cc(NC(=O)Nc3ccccc3)ccc2O[C@H]1CN(C)S(=O)(=O)c1ccccc1
→ -8.0, 4.3
> Cc1ccc(S(=O)(=O)N(C)C[C@H]2Oc3ccc(NC(=O)CCN4CCOCC4)cc3CC(=O)N([C@@H](C)CO)C[C@@H]2C)cc1
→ -15.0, -7.3

# The listing, repeating the preview:
# Screens in order – T cruzi HTS, INS-1E ATP HTS
> C[C@H]1CN([C@@H](C)CO)C(=O)CCCn2nncc2CO[C@H]1CN(C)Cc1ccccc1C(F)(F)F
→ -6.6, .
> C[C@@H]1CN([C@@H](C)CO)C(=O)c2cc(NC(=O)Nc3ccccc3)ccc2O[C@H]1CN(C)S(=O)(=O)c1ccccc1
→ -8.0, 4.3
> Cc1ccc(S(=O)(=O)N(C)C[C@H]2Oc3ccc(NC(=O)CCN4CCOCC4)cc3CC(=O)N([C@@H](C)CO)C[C@@H]2C)cc1
→ -15.0, -7.3
> COc1ccc(NC(=O)Nc2ccc3c(c2)C(=O)N([C@H](C)CO)C[C@H](C)[C@H](CN(C)Cc2ccc(C(=O)Nc4ccccc4N)cc2)O3)cc1
→ 17.3, -8.7
> C[C@H](CO)N1C[C@H](C)[C@@H](CN(C)S(=O)(=O)c2ccccc2)Oc2ccc(NC(=O)Nc3ccc(C(F)(F)F)cc3)cc2C1=O
→ 6.2, -35.5
> C[C@@H]1CN([C@@H](C)CO)C(=O)CCCn2cc(nn2)CO[C@H]1CN(C)S(=O)(=O)c1cccc(F)c1
→ -13.1, .
> C[C@H]1CN([C@@H](C)CO)C(=O)c2cccc(NC(=O)C3CC3)c2O[C@@H]1CN(C)C(=O)Nc1ccc2c(c1)OCO2
→ 13.2, 6.4
> COc1ccc(NC(=O)Nc2ccc3c(c2)CC(=O)N([C@H](C)CO)C[C@@H](C)[C@H](CN(C)Cc2ccccc2)O3)cc1
→ -10.6, -1.2
> C[C@@H]1CN([C@H](C)CO)C(=O)c2cc(NC(=O)Cn3cnnn3)ccc2O[C@H]1CN(C)C(=O)NC1CCCCC1
→ -12.0, 11.7
> C[C@@H]1CN([C@@H](C)CO)C(=O)Cc2cc(NS(=O)(=O)c3ccc(Cl)cc3)ccc2O[C@@H]1CN(C)CC1CC1
→ -6.4, 7.7
> C[C@@H]1CN([C@H](C)CO)C(=O)c2cccc(NS(=O)(=O)c3cccs3)c2O[C@H]1CN(C)Cc1ccccc1
→ -7.5, -1.1
> COc1ccc(S(=O)(=O)Nc2ccc3c(c2)C(=O)N([C@@H](C)CO)C[C@@H](C)[C@H](CN(C)S(=O)(=O)c2cccs2)O3)cc1
→ -2.9, .
> C[C@@H]1CN([C@H](C)CO)C(=O)c2cc(NC(=O)Nc3cccc4ccccc34)ccc2O[C@H]1CN(C)S(=O)(=O)c1ccccc1
→ 34.8, 0.2
> C[C@H](CO)N1C[C@H](C)[C@H](CN(C)C(=O)Nc2ccc3c(c2)OCO3)Oc2ccc(NC(=O)Cc3cn(C)c4ccccc34)cc2CC1=O
→ -24.6, 10.1
> C[C@H]1CN([C@@H](C)CO)C(=O)Cc2cc(NS(=O)(=O)c3cn(C)cn3)ccc2O[C@H]1CN(C)Cc1ccc(Oc2ccccc2)cc1
→ -28.5, -7.3
> C[C@H]1CN([C@@H](C)CO)C(=O)c2cc(NS(=O)(=O)c3cccs3)ccc2O[C@@H]1CN(C)S(=O)(=O)c1ccc(F)cc1
→ -11.3, .
> Cc1ccc(S(=O)(=O)N(C)C[C@H]2Oc3ccc(NC(=O)Cn4cnnn4)cc3C(=O)N([C@@H](C)CO)C[C@@H]2C)cc1
→ 0.1, .
> Cc1ccc(S(=O)(=O)Nc2cccc3c2O[C@H](CN(C)Cc2ccc(-c4ccccc4)cc2)[C@H](C)CN([C@H](C)CO)C3=O)cc1
→ 36.4, -41.9
> CNC[C@H]1Oc2ccc(NC(=O)C3CCCCC3)cc2C(=O)N([C@@H](C)CO)C[C@H]1C
→ -8.5, .
> C[C@H]1CN([C@@H](C)CO)C(=O)c2cc(NC(=O)Nc3ccc4c(c3)OCO4)ccc2O[C@@H]1CN(C)Cc1ccc2c(c1)OCO2
→ -1.5, -4.4
> C[C@@H]1CN([C@H](C)CO)C(=O)c2cc(NC(=O)Cc3ccccc3)ccc2O[C@H]1CN(C)Cc1ccc(C(=O)O)cc1
→ -24.7, 11.2
> Cc1ccc(S(=O)(=O)N(C)C[C@H]2Oc3c(NC(=O)C4CCCCC4)cccc3C(=O)N([C@@H](C)CO)C[C@H]2C)cc1
→ 7.6, -10.7
> COc1ccc(NC(=O)N(C)C[C@@H]2Oc3c(NC(=O)C4CCCCC4)cccc3C(=O)N([C@@H](C)CO)C[C@@H]2C)cc1
→ -4.6, 4.6
> Cc1noc(C)c1S(=O)(=O)N(C)C[C@@H]1Oc2ccc(NC(=O)C3CCCCC3)cc2CC(=O)N([C@H](C)CO)C[C@H]1C
→ 3.1, 11.8
> COc1ccc(CN(C)C[C@H]2Oc3ccc(NC(=O)Cn4cnnn4)cc3C(=O)N([C@H](C)CO)C[C@@H]2C)cc1
→ 3.5, 0.1
> Cc1ccc(S(=O)(=O)N(C)C[C@@H]2Oc3c(NC(=O)Nc4c(C)noc4C)cccc3C(=O)N([C@@H](C)CO)C[C@H]2C)cc1
→ -4.2, 15.3
> C[C@H](CO)N1C[C@H](C)[C@H](CN(C)Cc2ccccc2)Oc2ccc(NC(=O)CCC(F)(F)F)cc2CC1=O
→ -0.3, -5.9
> C[C@H]1CN([C@@H](C)CO)C(=O)c2cccc(NS(=O)(=O)c3ccc(F)cc3)c2O[C@@H]1CN(C)Cc1ccc(C(=O)Nc2ccccc2N)cc1
→ 35.0, -21.1
> C[C@H]1CN([C@@H](C)CO)C(=O)Cc2cc(NS(=O)(=O)c3cccs3)ccc2O[C@H]1CN(C)Cc1ccncc1
→ 3.0, 0.7
> CC(C)NC(=O)N(C)C[C@H]1Oc2ccc(N(C)C)cc2C(=O)N([C@@H](C)CO)C[C@@H]1C
→ -5.9, 2.5
> Cc1noc(C)c1NC(=O)Nc1cccc2c1O[C@@H](CN(C)S(=O)(=O)c1ccccc1)[C@@H](C)CN([C@@H](C)CO)C2=O
→ -5.8, 5.9
> C[C@H](CO)N1C[C@H](C)[C@H](CN(C)S(=O)(=O)c2cccs2)Oc2ccc(NC(=O)C3CC3)cc2CC1=O
→ -23.4, 0.3
> Cc1ccc(S(=O)(=O)N(C)C[C@@H]2Oc3ccc(N(C)C)cc3CC(=O)N([C@@H](C)CO)C[C@@H]2C)cc1
→ 11.5, 3.4
> COc1ccc(NC(=O)N(C)C[C@@H]2Oc3c(NC(=O)NC(C)C)cccc3C(=O)N([C@H](C)CO)C[C@@H]2C)cc1
→ -1.6, 8.4
> O=C(NO)c1ccc(C(=O)N/N=C/c2ccc(-c3ccccc3)cc2)cc1
→ -3.6, -18.4
> C[C@H](CO)N1C[C@H](C)[C@H](CN(C)C(=O)Nc2ccc(C(F)(F)F)cc2)Oc2c(NC(=O)NC3CCCCC3)cccc2C1=O
→ 74.5*, -26.2
> COc1ccc(NC(=O)N(C)C[C@H]2Oc3c(NC(=O)c4cc(C)nn4C)cccc3C(=O)N([C@H](C)CO)C[C@@H]2C)cc1
→ 40.2, 9.3
> C[C@H]1CN([C@@H](C)CO)C(=O)Cc2cc(NC(=O)Cc3cn(C)c4ccccc34)ccc2O[C@@H]1CN(C)S(=O)(=O)c1ccc(Cl)cc1
→ -0.6, 3.5
> C[C@@H]1CN([C@H](C)CO)C(=O)Cc2cc(NC(=O)Cc3ccccc3)ccc2O[C@H]1CN(C)Cc1ccc(-c2ccccc2)cc1
→ 65.2*, 0.5
> C[C@@H]1CN([C@H](C)CO)C(=O)c2cc(NS(=O)(=O)c3ccc(Cl)cc3)ccc2O[C@@H]1CN(C)C(=O)Nc1ccc2c(c1)OCO2
→ -7.5, 4.7
> C[C@@H]1CN([C@@H](C)CO)C(=O)c2cccc(NC(=O)Nc3ccc4c(c3)OCO4)c2O[C@@H]1CN(C)C(=O)Nc1ccc2c(c1)OCO2
→ 8.7, 7.7
> C[C@@H]1CN([C@H](C)CO)C(=O)Cc2cc(NC(=O)Nc3ccc4c(c3)OCO4)ccc2O[C@H]1CN(C)Cc1ccc2c(c1)OCO2
→ 20.4, -8.3
> Cc1noc(C)c1NC(=O)N(C)C[C@H]1Oc2ccc(NC(=O)NC3CCCCC3)cc2CC(=O)N([C@@H](C)CO)C[C@@H]1C
→ -1.3, 2.5
> Cc1ccc(S(=O)(=O)Nc2ccc3c(c2)CC(=O)N([C@@H](C)CO)C[C@H](C)[C@H](CN(C)C)O3)cc1
→ ., 2.4
> COc1ccc(S(=O)(=O)Nc2cccc3c2O[C@@H](CN(C)S(=O)(=O)c2ccc(C)cc2)[C@H](C)CN([C@H](C)CO)C3=O)cc1
→ 11.0, 13.1
> C[C@H]1CN([C@@H](C)CO)C(=O)c2cccc(NC(=O)C3CCCCC3)c2O[C@@H]1CN(C)Cc1ccc(C(F)(F)F)cc1
→ 34.5, -25.6
> COc1ccc(NC(=O)Nc2ccc3c(c2)C(=O)N([C@H](C)CO)C[C@H](C)[C@H](CN(C)C(=O)Nc2ccc4c(c2)OCO4)O3)cc1
→ -5.4, 2.5
> Cc1noc(C)c1NC(=O)N(C)C[C@@H]1Oc2ccc(NC(=O)Nc3ccc(F)cc3)cc2C(=O)N([C@H](C)CO)C[C@H]1C
→ 3.0, 21.9
> COc1ccc(CN(C)C[C@H]2Oc3ccc(NC(=O)Nc4ccc5c(c4)OCO5)cc3C(=O)N([C@@H](C)CO)C[C@@H]2C)cc1
→ 0.9, -9.9
> Cc1noc(C)c1S(=O)(=O)Nc1ccc2c(c1)C(=O)N([C@@H](C)CO)C[C@H](C)[C@H](CN(C)CC1CC1)O2
→ -0.4, -3.2
> C[C@H](CO)N1C[C@H](C)[C@@H](CN(C)C(=O)Nc2ccc(F)cc2)Oc2ccc(NC(=O)Nc3ccc(C(F)(F)F)cc3)cc2C1=O
→ -9.4, 4.5
> COc1ccc(S(=O)(=O)N(C)C[C@H]2Oc3ccc(NS(=O)(=O)c4ccc(F)cc4)cc3C(=O)N([C@H](C)CO)C[C@H]2C)cc1
→ 6.1, 1.2
> C[C@@H]1CN([C@H](C)CO)C(=O)Cc2cc(NC(=O)Nc3ccc4c(c3)OCO4)ccc2O[C@@H]1CN(C)Cc1ccc(C(F)(F)F)cc1
→ 75.6*, -24.9
> C[C@@H]1CN([C@H](C)CO)C(=O)Cc2cc(NS(=O)(=O)c3ccc(F)cc3)ccc2O[C@H]1CN(C)S(=O)(=O)c1ccc(F)cc1
→ -5.8, 6.1
> C[C@@H]1CN([C@@H](C)CO)C(=O)c2cc(NC(=O)Nc3cccc4ccccc34)ccc2O[C@H]1CN(C)S(=O)(=O)c1cn(C)cn1
→ 1.5, 1.4
> CC(C)NC(=O)N(C)C[C@@H]1Oc2ccc(NS(=O)(=O)c3cccs3)cc2CC(=O)N([C@@H](C)CO)C[C@@H]1C
→ 1.6, 2.0
> COc1cccc(CN(C)C[C@H]2OCc3cnnn3CCCC(=O)N([C@@H](C)CO)C[C@@H]2C)c1
→ 4.9, 1.9
> C[C@H](CO)N1C[C@H](C)[C@@H](CN(C)C(=O)c2cc(-c3ccccc3)on2)OCc2cnnn2CCCC1=O
→ 4.8, .
> CC(C)NC(=O)N(C)C[C@H]1Oc2c(NS(=O)(=O)c3ccc(Cl)cc3)cccc2C(=O)N([C@@H](C)CO)C[C@H]1C
→ -5.5, 2.3
> C[C@H]1CN([C@@H](C)CO)C(=O)c2cc(NS(C)(=O)=O)ccc2O[C@@H]1CN(C)Cc1ccc(-c2ccccc2)cc1
→ 7.1, .

# Retrieved one by one from the entries so far:
# Screens in order – T cruzi HTS, INS-1E ATP HTS
> C[C@H](CO)N1C[C@H](C)[C@@H](CN(C)S(=O)(=O)c2ccccc2)Oc2ccc(NC(=O)Nc3ccc(C(F)(F)F)cc3)cc2C1=O
→ 6.2, -35.5
> COc1ccc(NC(=O)Nc2ccc3c(c2)C(=O)N([C@H](C)CO)C[C@H](C)[C@H](CN(C)C(=O)Nc2ccc4c(c2)OCO4)O3)cc1
→ -5.4, 2.5

# Remaining list, next part:
# Screens in order – T cruzi HTS, INS-1E ATP HTS
> C[C@H](CO)N1C[C@H](C)[C@H](CN(C)S(=O)(=O)c2ccc(F)cc2)Oc2ccc(NS(=O)(=O)c3cn(C)cn3)cc2C1=O
→ -10.7, .
> COc1ccc(NC(=O)Nc2cccc3c2O[C@@H](CN(C)S(=O)(=O)c2ccc(C)cc2)[C@@H](C)CN([C@H](C)CO)C3=O)cc1
→ -26.4, -9.5
> C[C@@H]1CN([C@H](C)CO)C(=O)c2cc(NC(=O)Nc3ccc(F)cc3)ccc2O[C@H]1CN(C)Cc1ccc(Cl)c(Cl)c1
→ -9.8, -15.4
> COc1ccc(S(=O)(=O)Nc2ccc3c(c2)C(=O)N([C@@H](C)CO)C[C@@H](C)[C@H](CN(C)S(=O)(=O)c2cn(C)cn2)O3)cc1
→ -9.8, 1.9
> C[C@@H]1CN([C@@H](C)CO)C(=O)c2cccc(NC(=O)C3CCOCC3)c2O[C@H]1CN(C)Cc1ccc(C(=O)O)cc1
→ -23.0, 11.4
> COc1ccc(CN(C)C[C@H]2Oc3c(NC(=O)C4CCCCC4)cccc3C(=O)N([C@H](C)CO)C[C@@H]2C)cc1
→ 13.8, 0.1
> COc1ccc(S(=O)(=O)N(C)C[C@H]2Oc3c(NC(=O)NC4CCCCC4)cccc3C(=O)N([C@@H](C)CO)C[C@H]2C)cc1
→ 0.5, -0.9
> Cc1ccc(S(=O)(=O)Nc2ccc3c(c2)C(=O)N([C@@H](C)CO)C[C@H](C)[C@@H](CN(C)S(=O)(=O)c2ccccc2)O3)cc1
→ 20.5, -0.5
